Compound activity as filed in PubChem.
WRN inhibitor = inhibitors of human WRN helicase | Q14191 | WRN helicase unwinding, fluorescent forked duplex, kinetic | Potency, µM (doses to about 114 µM), without a hit: at the top dose activity change, negative = inhibition, usual class: inhibitors | 360,000 tested, 0.46% active; further: potency means the concentration at half of the fitted maximal effect; on the % scale 0 is the no-effect control and ±100 the full control effect; nearly all actives have a fitted effect of over 55% in size
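Kinetic fluorescence helicase assay: unwinding of a quenched forked DNA duplex (100 nM final) with 2 mM ATP final raises red fluorescence (525/598 nm). Compounds sat 15 min at room temperature with 20 nM WRN beforehand.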
EPAC1 ag = activates human EPAC1 exchange factor; EPAC1 agonist qHTS, biochemical assay; response scale: 100% = response to 6.5 mM cAMP; Potency, µM (doses to about 154 µM), for the others: at the highest dose activation, usual class: activators; AID 720707; O95398; 360,000 tested, 0.073% active; further: potency means the concentration at half of the fitted maximal effect; nearly all actives have a fitted effect of over 60% in size
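Compounds were pinned as a concentration titration into mixtures of EPAC1 (100 nM), BODIPY-GDP-loaded Rap1B (250 nM) and GDP (50 uM). After 5 min at room temperature, fluorescence was followed for 30 min; activity was scaled to 6.5 mM cAMP.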
PLK1 PBD block = blocks phosphopeptide binding to human PLK1 polo-box domain; Plk1 PBD binding of FITC phosphopeptide, fluorescence polarization; Potency, µM, for inactives: max response, negative = inhibition, most hits filed as inhibitors; 360,000 tested, 2.8% active; AID 720504; further: potency means the concentration at half of the fitted maximal effect; series mostly up to about 57 µM; on the % scale 0 is the no-effect control and ±100 the full control effect; nearly all actives have a fitted effect of over 65% in size
IL2 activator = activators of IL-2; IL-2 activation reporter assay, cell-based qHTS; stimulated with anti-CD3/CD4/CD28 beads; in transgenic mouse T cells; activation, % (series mostly up to about 46 µM); 360,000 tested, 0.065% active; AID 652025; in the data active means activation above about 50%; inconclusive means mostly about 30% to 49%; further: 0% is about no effect
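Screening format: compound pinned onto unstimulated transgenic mouse T cells, 60 min incubation, then anti-CD3/anti-CD4/anti-CD28 bead stimulation for 18 hours at 37 degrees C, followed by EGFP and DsRed detection.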
CCT modulator = changes cytosolic chaperonin activity; purified chaperonin ATPase assay, HTRF ADP detection, 30 min; activity change, % (no concentration beside the values), hits read low; 360,000 tested, 0.3% active; in the data active means activity change below about -30%; further: on the % scale 0 is the no-effect control and ±100 the full control effect
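We incubate TRiC, 40 or 20 nM final, with library compounds at 76 uM and 10 uM ATP for 30 min at 37 °C. ADP formed is detected with Transcreener HTRF reagents after 30 min at room temperature.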
EPAC2 ag = agonists of human EPAC2 (RAPGEF4) | Potency, µM (series often up to 154 µM), for the others: at the highest dose activation, hits mostly activators | Q8WZA2 | 360,000 tested, 0.079% active | EPAC2 activation, biochemical qHTS; response scale: 100% = 6.5 mM cAMP response; further: potency means the concentration at half of the fitted maximal effect; nearly all actives have a fitted effect of over 50% in size
Target sequence (Q8WZA2 whole entry, looked up): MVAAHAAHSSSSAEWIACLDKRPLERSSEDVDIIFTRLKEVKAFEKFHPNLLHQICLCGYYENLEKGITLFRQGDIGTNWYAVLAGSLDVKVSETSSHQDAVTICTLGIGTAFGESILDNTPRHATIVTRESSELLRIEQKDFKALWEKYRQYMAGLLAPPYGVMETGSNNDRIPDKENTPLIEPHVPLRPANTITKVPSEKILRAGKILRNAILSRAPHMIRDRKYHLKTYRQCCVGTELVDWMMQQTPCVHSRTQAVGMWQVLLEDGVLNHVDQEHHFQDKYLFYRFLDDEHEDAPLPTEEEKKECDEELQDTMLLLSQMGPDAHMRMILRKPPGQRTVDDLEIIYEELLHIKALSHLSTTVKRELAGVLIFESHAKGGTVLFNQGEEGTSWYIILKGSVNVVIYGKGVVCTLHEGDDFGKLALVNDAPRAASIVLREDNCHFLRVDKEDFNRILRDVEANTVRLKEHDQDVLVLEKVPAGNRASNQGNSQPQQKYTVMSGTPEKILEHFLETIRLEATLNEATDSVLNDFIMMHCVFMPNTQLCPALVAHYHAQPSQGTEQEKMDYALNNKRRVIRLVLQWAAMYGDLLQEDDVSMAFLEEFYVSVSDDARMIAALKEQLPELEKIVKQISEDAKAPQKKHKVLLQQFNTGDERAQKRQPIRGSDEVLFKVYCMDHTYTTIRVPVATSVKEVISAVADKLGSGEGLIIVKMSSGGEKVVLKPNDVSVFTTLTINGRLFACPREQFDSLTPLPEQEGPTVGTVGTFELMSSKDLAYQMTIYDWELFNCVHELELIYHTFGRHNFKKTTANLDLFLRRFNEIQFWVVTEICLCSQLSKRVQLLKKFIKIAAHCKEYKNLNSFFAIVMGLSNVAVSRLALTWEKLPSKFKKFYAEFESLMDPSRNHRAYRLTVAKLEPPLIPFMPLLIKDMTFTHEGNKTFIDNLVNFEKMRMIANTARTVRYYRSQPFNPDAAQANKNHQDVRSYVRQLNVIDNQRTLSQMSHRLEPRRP
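Exchange assay: 100 nM EPAC2 with 250 nM Rap1B-BODIPY-GDP and 50 uM GDP. Fluorescence (ex 480/em 540 nm) read every 5 min for 30 min at room temperature. Data normalized to 6.5 mM cAMP as agonist control.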
EPAC1 antag = blocks human EPAC1 exchange factor | O95398 | Potency, µM (top dose mostly 115 µM), for inactives: at the top dose activity change, negative = inhibition, usual class: inhibitors | EPAC1 GEF assay, Rap1b-BODIPY-GDP exchange fluorescence | 360,000 tested, 0.14% active | AID 720709;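 further: potency means the concentration at half of the fitted maximal effect; plate controls were vehicle for no effect and positive control for full effect; nearly all actives have a fitted effect of over 50% in size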
PI5P4Ka inh = PI5P4K alpha (human) kinase inhibition | 330,000 tested, 1.2% active | P48426 | AID 652105 | max response, % | PI5P4Kalpha enzyme, ADP-Glo luminescence, 60 min; hits give low values; active means max response of -50% or lower; inconclusive means between -30% and -50%; inactive means -30% or higher; further: value at the top dose of about 77 µM; on the % scale 0 is the no-effect control and ±100 the full control effect
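qHTS, 1536-well: enzyme/substrate mix, compound by pin tool, 5 microM ATP final; RT 60 min; ADP-Glo reagents 1 (45 min) then 2 (30 min); luminescence.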
An asterisk follows results filed as active; ? = inconclusive; nt = no result given; [ ] = dose if it differs, or a comment. Unless noted, the call rests on the fitted dose curve; in most records, active means well fitted curve in the direction sought with a large enough effect; inconclusive means small, poorly fitted or top-dose-only effect, or another doubt; inactive means no such curve, though single readings can be large; an effect the other way counts as inactive or inconclusive.

SMILES | WRN inhibitor | EPAC1 ag | PLK1 PBD block | IL2 activator | CCT modulator | EPAC2 ag | EPAC1 antag | PI5P4Ka inh
O=C(CCNS(=O)(=O)c1ccc(OC(F)(F)F)cc1)Nc1cccc(S(=O)(=O)N2CCCC2)c1 | -6% | 5% | 3% | 0.9 | -4.9 | 6% | 5% | -2
CCCc1cc(=O)oc2cc(OCC(=O)Nc3ccc4c(c3)OCCO4)ccc12 | 1% | -1% | -9% | 0.7 | 0.0 | -6% | 1% | 1
COc1ccccc1NS(=O)(=O)c1ccc(C(=O)OCC(=O)NCc2ccco2)cc1 | -25% | 2% | -9% | 0.0 | 2.0 | 6% | 4% | -60*
O=C(CCn1cccc1)NCc1ccc2c(c1)OCO2 | -22%[57.1 µM] | 3% | -13% | -0.4 | -1.6 | -2%[15.6 µM] | -6% | -27
CC1CCc2c(C(=O)Nc3ccc(N4CCOCC4)cc3)csc2C1 (configuration not stated) | 7% | -4% | ? | -2.4 | 1.7 | -10% | 8% | -1
O=c1[nH]cc(Cc2ccccc2)c(=O)[nH]1 | 1% | 2% | 1% | -2.4 | -2.4 | 8% | 12% | 1
Cc1c(Cl)cccc1NC(=O)Cc1ccc([N+](=O)[O-])cc1 | -5% | -8% | -11% | -0.7 | 1.2 | -2% | 14% | -9
Clc1ccc(/C=N/c2c(-c3ccc(Cl)cc3)nc3n2CCS3)cc1 | -22% | 4% | -1% | 0.0 | 0.8 | -7% | 8% | 19
Cc1ccc([N+](=O)[O-])cc1NC(=S)NC(=O)c1c(Cl)cnn1C | -5% | 1% | -3% | -2.1 | 0.3 | -10% | 1% | 2
CCOC(=O)[C@H]1[C@H]2COc3ccc(Cl)cc3[C@@H]2N2C(=O)c3cc(C)ccc3NC(=O)[C@@]12C | -1% | -2% | 5% | -1.3 | -0.8 | 0% | -2% | -3
COc1ccc(N2CCN(Cc3oc(CO)cc(=O)c3O)CC2)cc1 | 7% | 4% | -13% | -1.2 | -1.9 | -1% | 5% | 4
CCOC(=O)c1ccc(NC(=O)Nc2ccccn2)cc1 | -9%[57.1 µM] | 2% | 1% | 0.1 | -0.6 | -5% | 3% | 2

Next part; it opens with the four that closed the last part.
SMILES | WRN inhibitor | EPAC1 ag | PLK1 PBD block | IL2 activator | CCT modulator | EPAC2 ag | EPAC1 antag | PI5P4Ka inh
Cc1ccc([N+](=O)[O-])cc1NC(=S)NC(=O)c1c(Cl)cnn1C | -5% | 1% | -3% | -2.1 | 0.3 | -10% | 1% | 2
CCOC(=O)[C@H]1[C@H]2COc3ccc(Cl)cc3[C@@H]2N2C(=O)c3cc(C)ccc3NC(=O)[C@@]12C | -1% | -2% | 5% | -1.3 | -0.8 | 0% | -2% | -3
COc1ccc(N2CCN(Cc3oc(CO)cc(=O)c3O)CC2)cc1 | 7% | 4% | -13% | -1.2 | -1.9 | -1% | 5% | 4
CCOC(=O)c1ccc(NC(=O)Nc2ccccn2)cc1 | -9%[57.1 µM] | 2% | 1% | 0.1 | -0.6 | -5% | 3% | 2
COc1cccc(CNC(C)C(=O)Nc2ccc(S(=O)(=O)N3CCCC3)cc2)c1 (configuration not stated) | 5% | 10% | 4% | 0.2 | 1.2 | 1% | -7% | 5
NC(=O)C1CCN(c2c([N+](=O)[O-])cc(C(F)(F)F)cc2[N+](=O)[O-])CC1 | -5% | 2% | -4% | -0.5 | 2.1 | 3% | -4% | 10
CN1CCC(=O)N([C@H](CO)Cc2ccccc2)CC1 | -5% | -6% | -10% | 0.6 | -4.2 | 9% | 10% | 2
CCOC(=O)c1ccccc1NC(=O)COC(=O)C(Cc1c[nH]c2ccccc12)NC(C)=O (configuration not stated) | -10% | 112µM* | -4% | -0.5 | 1.1 | -2% | 2% | 1
COc1ccc(OC)c(C2C(C(=O)c3ccc(C)o3)=C(O)C(=O)N2CCCN2CCOCC2)c1 (configuration not stated) | -8% | -8% | -9% | 0.9 | 1.7 | 0% | 9% | 3
CCN(CC)C(=O)Nc1ccccc1C | 1% | -2% | -2% | 0.4 | -2.4 | 11% | 4% | 3
CN(CCOc1ccc(Cl)cc1)CC(=O)Nc1ccc(OC(F)F)cc1 | 2% | -12% | 4% | -3.2 | -1.1 | 16% | -15% | 28
O=C(NCc1cccc2[nH]ccc12)C1CCC(=O)N(CCc2ccc(Cl)cc2)C1 (configuration not stated) | -35% | -4% | 4% | -1.1 | -0.8 | 19% | 2% | -9
COc1cc2nc(COc3ccccc3[N+](=O)[O-])oc(=O)c2cc1OC | -5% | -8% | -22% | 0.0 | -2.6 | 8% | -5% | -57*
COc1ccc2c(=O)cc(CO)oc2c1 | -2% | -10% | -13% | -0.5 | -0.3 | -1% | -16% | -2
COCCCN1C(=O)C(CC(=O)NCc2cccs2)CC(C(=O)N(C)C)=C1C (configuration not stated) | 0% | 13% | -2% | 0.5 | -2.4 | 9% | 3% | -1
COc1ccc(C(=O)OCC(=O)c2cc(C)n(CC3CCCO3)c2C)cc1[N+](=O)[O-] (configuration not stated) | -7% | 19% | 2% | -0.5 | 1.9 | 8% | ? | -1

Printed as active in EPAC1 ag, of those listed so far:
molecule	WRN inhibitor	EPAC1 ag	PLK1 PBD block	IL2 activator	CCT modulator	EPAC1 antag	PI5P4Ka inh
CCOC(=O)c1ccccc1NC(=O)COC(=O)C(Cc1c[nH]c2ccccc12)NC(C)=O (configuration not stated)	-10%	112µM*	-4%	-0.5	1.1	2%	1

(listing goes on)
SMILES | WRN inhibitor | EPAC1 ag | PLK1 PBD block | IL2 activator | CCT modulator | EPAC2 ag | EPAC1 antag | PI5P4Ka inh
C=C(C)Cn1c(NCCC)nc2c1c(=O)n(C)c(=O)n2C | 3% | 3% | -12% | -0.1 | -2.5 | 15% | -1% | -5
CC1=C(C(=O)OCC2CCCCC2)C(c2ccccc2F)NC(=O)N1 (configuration not stated) | 3% | 8% | -1% | -2.4 | -1.7 | 9% | 1% | 0
CCOC(=O)c1cc(NC(=O)NCc2ccco2)c(C)nc1C | -4% | -2% | -3% | -0.1 | -0.5 | 7% | 6% | 3
CSc1ncccc1C(=O)Nc1ccc2c(c1)OCO2 | 0% | 1% | -5% | 0.3 | -1.6 | 2% | 2% | -5
CCn1ncc2c(OCc3ccc(C#N)cc3)cc(C)nc21 | -10% | 14% | -6% | 2.1 | -3.9 | 12% | -1% | 12
CC1CC(C)CN(S(=O)(=O)c2cccc(C(=O)N3C(=O)c4cccc(N)c4C3=O)c2)C1 (configuration not stated) | -7% | -7% | -21% | 0.1 | 0.3 | -3% | -16% | 1
O=C(OCc1ccc([N+](=O)[O-])cc1)C1CC(=O)N(c2ccccc2)C1 (configuration not stated) | -11%[57.1 µM] | 6% | -5% | -4.3 | -2.9 | 10% | 3% | nt
O=C(C1CCCCC1)N1CCCn2c1nc1ccccc12 | 0% | 3% | -6% | 1.2 | -0.2 | 7% | 0% | 4
COc1ccc([C@H]2N[C@]3(CCCN(Cc4ccc(F)cc4)C3=O)[C@H]3C(=O)N(C)C(=O)[C@@H]23)cc1 | -1% | -4% | -4% | -0.9 | -0.7 | 15% | -9% | 1
O=C(c1ccccc1)c1ccccc1C(=O)N1CCN(Cc2ccccc2F)CC1 | -24% | 13% | -8% | 1.0 | -1.0 | 5% | 6% | 7
COC(=O)c1ccc(CNC(=O)CCNC(=O)c2ccco2)cc1 | -5% | 10% | -3% | -0.7 | 1.5 | 4% | 8% | 0
O=C(O)CCCCCNc1ncnc2ccc(Br)cc12 | -5% | -4% | -2% | -1.2 | 1.6 | 4% | -13% | 4
CCC(C)c1ccc(NC(=O)c2cccnc2)cc1 (configuration not stated) | -7% | 0% | -5% | -0.7 | -2.0 | -6% | 0% | nt
O=C(/C=C/Nc1ccc([N+](=O)[O-])cc1Br)c1cccc2ccccc12 | -11% | -5% | -15% | ? | -0.1 | -3% | -3% | 2
CCNC(=O)C1(C)CCN(C(=O)c2cccc(Cl)c2)C1 (configuration not stated) | 5% | -4% | -2% | 3.4 | -4.5 | 11% | 10% | 8
CSCCC(NC(=O)c1cccc(S(=O)(=O)N2CCOCC2)c1)C(=O)Nc1ccc(F)cc1 (configuration not stated) | -2% | -17% | 1% | -1.5 | 1.3 | 2% | -17% | 2
O=C(N/N=C\c1ccoc1)c1ccco1 | -2% | 8% | -13% | -2.0 | -1.0 | 6% | -35% | 0
COc1ccc(/C=C/C(=O)Nc2ccc3c(c2)CCC3)cc1OC | -9% | 24% | -8% | 0.0 | -0.4 | 20% | ? | -7
Cc1ccc(-c2c(C(=O)N/N=C/c3ccncc3)nnn2-c2nonc2N)cc1 | 6% | -13% | -4% | -3.0 | 1.7 | 6% | -1% | -1
O=C(C(=O)N1CCN(c2ccccc2F)CC1)c1cn(CC(=O)N2CCCC2)c2ccccc12 | -7% | 13% | -5% | -0.3 | 0.8 | -10% | -3% | 3
CC1CCCC(C)N1CCCNC(=O)Cn1ncc2c([nH]c3ccccc32)c1=O (configuration not stated) | 1% | -2% | ? | -1.1 | -1.7 | -1% | -16% | -8
Cc1ccc2cccc(OCCOCCOc3ccccc3Br)c2n1 | 5% | -5% | -3% | 0.8 | 1.4 | 2% | -9% | 26
CCCC(=O)Nc1c(-c2cccs2)c(=O)c2ccccc2n1C | -1% | 3% | -4% | -2.0 | -0.5 | -6% | 7% | nt
COc1cc(C(=O)c2c(C)c(CCC#N)n3ccccc23)cc(OC)c1OC | 7% | -5% | -5% | 0.1 | -0.4 | 3% | -15% | -9
C=CCSc1[nH]c(=O)cc(C)c1C(N)=O | 3% | 0% | -2% | 1.5 | -3.3 | 6% | 0% | -2
CSc1ccccc1OCc1cc(C(=O)N2CCc3[nH]cnc3C2c2ccccn2)no1 (configuration not stated) | -32% | 8% | -6% | -2.2 | -0.8 | -1% | -18% | -4
CCOc1ccccc1NC(=O)CN1CCCCCC1 | -5% | -3% | -4% | 0.0 | 1.5 | -3% | -9% | -7
COC(=O)NNC(=S)Nc1ccc(Br)cc1 | -2% | -17% | -7% | 0.6 | 1.3 | 1% | 5% | -2
Cc1ccc(S(=O)(=O)N(C)C)cc1NC(=O)c1ccc(-n2cncn2)c([N+](=O)[O-])c1 | -4% | -1% | 2% | 0.2 | 1.4 | 0% | 7% | 6
CCN(CC)CC(=O)Nc1c(C#N)cnn1-c1ccccc1 | 0% | 9% | -2% | -1.4 | -0.3 | 9% | 4% | -1
c1cnc(SCCOc2ccc3c(c2)CCC3)nc1 | -1% | 11% | -2% | -2.6 | -3.1 | 11% | -30% | 4
Clc1ccc(C2CC(c3cccs3)n3ncnc3N2)cc1Cl (configuration not stated) | 0% | 1% | -19% | -0.2 | -1.4 | 4% | -16% | 0

A portion of the library, so the mix of outcomes need not match the whole.
